Screening data as filed in PubChem.
NPY-Y1 PAM-ag: human NPY-Y1 potentiation or agonism, primary screen; P25929; AID 1304; activation, % at 3.6 µM; NPY-Y1 expressing cells, potentiator/agonist activation; hit rate 0.37% among 220,000; in the data active = activation above about 33%, passing the limit was not always enough;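 note: cells stimulated with NPY at EC10 then isoproterenol at EC100; 0% = low agonist plus stimulus and 100% = saturating agonist plus stimulus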
Hck Nef HTS: human Hck-Nef kinase inhibition; Recombinant Hck-YEEI plus Nef, Z-Lyte FRET kinase assay; P08631; hit rate 0.68% among 220,000; inhibition, % at 20 µM;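 active = Hck-Nef kinase inhibition above about 50%, limit read from the data; inactive = inhibition below that limit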;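 note: 0% = DMSO with Hck plus Nef and 100% = Hck alone without Nef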
Target sequence (P08631 whole entry, looked up): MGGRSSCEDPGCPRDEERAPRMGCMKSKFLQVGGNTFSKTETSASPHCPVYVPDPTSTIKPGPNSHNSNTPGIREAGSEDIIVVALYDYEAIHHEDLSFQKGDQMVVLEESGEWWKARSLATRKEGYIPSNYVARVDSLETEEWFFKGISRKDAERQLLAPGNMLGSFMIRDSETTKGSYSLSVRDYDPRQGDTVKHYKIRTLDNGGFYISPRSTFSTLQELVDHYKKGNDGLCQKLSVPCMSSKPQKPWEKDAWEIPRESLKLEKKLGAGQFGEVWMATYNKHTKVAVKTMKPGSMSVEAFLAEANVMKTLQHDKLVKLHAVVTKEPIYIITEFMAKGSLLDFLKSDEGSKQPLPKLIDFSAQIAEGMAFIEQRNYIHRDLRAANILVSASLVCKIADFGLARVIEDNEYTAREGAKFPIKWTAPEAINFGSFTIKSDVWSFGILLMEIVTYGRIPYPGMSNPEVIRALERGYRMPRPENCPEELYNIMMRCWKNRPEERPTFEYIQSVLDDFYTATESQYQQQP
NPY-Y1 antag: antagonists of human neuropeptide Y receptor Y1 | P25929 | HEK293-CNG Y1 cells, membrane potential fluorescence; NPY at EC95, then isoproterenol | inhibition, % at 3.6 µM | hit rate 1% among 200,000 | AID 1040;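 active = inhibition above the campaign mean inhibition of all tested compounds plus 3 SD, cut at about 20% in these data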;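 note: 0% = DMSO wells given NPY plus isoproterenol and 100% = isoproterenol alone without NPY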
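Benchmarks – high control isoproterenol alone, low control NPY with isoproterenol · Material – HEK293 Y1/CNG channel cell line · Times – dye 3 h, compound 60 min room temperature, stimulation 45 min · Probe or stimulus – NPY (25 nM), isoproterenol (1 µM), Ro 20-1724 (25 µM) · Evaluation – % inhibition of NPY effect · Signal – fluorescence, membrane potential probe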
p97 inhibitor: inhibitors of human p97 ATPase; recombinant p97 ATPase, Kinase-Glo ATP luminescence, 3 h; P55072; hit rate 0.42% among 220,000; inhibition, % at 8 µM; in the data active = inhibition above about 15%;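 note: 0% = DMSO vehicle and 100% = wells lacking enzyme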
Runt-CBFb FRET: blocks binding of human RUNX1 Runt domain to CBFb. inhibition, % at 20 µM. hit rate 0.46% among 220,000. Cerulean-Runt/Venus-CBFb FRET ratio 530/480, 1 h;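 active = inhibition over about 50% at 20 µM in the single-dose screen, limit read from the data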;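 note: 0% = DMSO wells and 100% = excess unlabeled CBFb competitor control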
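System: Cerulean-labeled Runt domain protein | Quantity: 100 nM of each labeled protein | Schedule: 1 h compound exposure, room temperature | Detection: Fluorescence energy transfer, 422 nm excitation, 530/480 nm emission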
RBBP9 inh: inhibitors of human serine hydrolase RBBP9 | recombinant RBBP9, FP-Rh probe fluorescence polarization | inhibition, % at 7.94 µM | hit rate 0.2% among 220,000;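 active = inhibition above the campaign mean of all tested compounds plus 3 SD, cut at about 14% in these data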;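 note: plate controls were DMSO wells with RBBP9 for no effect and wells lacking RBBP9 protein for full effect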
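system = RBBP9 protein | input = RBBP9 at 2.5 µM in dispensed solution, before mixing | measured by = fluorescence polarization (mP), excitation 525 nm, emission 598 nm | incubation = enzyme-compound preincubation 30 min, then probe labeling 45 min, 25 °C | buffer or medium = Tris-NaCl-Pluronic buffer, pH 8.0 | compound = single dose 7.94 µM | also added = FP-Rh probe, 375 nM dispensing solution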
MDM2 E3 inh: Mdm2 E3 ligase (human) inhibition; cell-based MDM2 ubiquitination luciferase reporter, 2 h; 0 = plate control, 100 = twice control, blank-subtracted; signal enhancement, % at 5 µM; hit rate 0.11% among 210,000; AID 1230;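 active = signal enhancement of 30% or more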;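 note: luminescence tracks abundance of the self-degrading MDM2-luciferase fusion protein; higher signal means inhibition of MDM2 E3 ligase activity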
Target sequence (Q00987 whole entry, looked up, the tested form may be a part): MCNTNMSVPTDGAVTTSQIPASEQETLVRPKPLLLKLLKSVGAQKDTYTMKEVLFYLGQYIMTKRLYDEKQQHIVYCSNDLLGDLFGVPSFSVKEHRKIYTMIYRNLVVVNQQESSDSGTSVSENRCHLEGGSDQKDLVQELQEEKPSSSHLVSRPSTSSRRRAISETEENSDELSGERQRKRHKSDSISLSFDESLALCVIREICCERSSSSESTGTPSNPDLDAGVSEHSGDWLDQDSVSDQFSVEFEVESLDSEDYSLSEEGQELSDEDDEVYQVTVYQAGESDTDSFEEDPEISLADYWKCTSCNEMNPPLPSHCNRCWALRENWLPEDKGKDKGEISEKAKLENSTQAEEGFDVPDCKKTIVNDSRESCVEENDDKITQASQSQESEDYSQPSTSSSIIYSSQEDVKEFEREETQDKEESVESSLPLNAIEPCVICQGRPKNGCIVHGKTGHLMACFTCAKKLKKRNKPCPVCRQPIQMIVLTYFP
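test system = mammalian cells stably expressing self-ubiquitinating, self-degrading MDM2 E3–luciferase fusion | quantity = 2000 cells/well | incubation = cell settling 4 h, compound treatment 2 h, both 37 °C | signal = luminescence with SteadyLite reagent, 15 min at room temperature | evaluation = % enhancement relative to plate controls after blank subtraction | benchmarks = plate controls and plate blanks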
NPY-Y2 PAM-ag: potentiates or activates human NPY-Y2 receptor; P49146; cells expressing NPY-Y2, potentiator/agonist read-out; activation, % at 3.6 µM; hit rate 0.45% among 220,000; in the data active = activation above about 27%;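 note: cells stimulated with NPY near EC25 plus isoproterenol at EC100; 0% = vehicle plus submaximal agonist and 100% = vehicle plus saturating agonist; some results beyond the cut were filed as inactive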
Runt-SMMHC FRET: Runt domain-CBFb-SMMHC interaction inhibition; Q01196+Q13951; Cerulean-Runt/Venus-CBFb-SMMHC FRET ratio 530/480, 1 h; inhibition, % at 20 µM; hit rate 0.74% among 220,000;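 active = mean inhibition across duplicate retests at 20 µM reaching about 50%, limit read from the data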;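 note: 0% = DMSO wells and 100% = wells with excess untagged CBFb-SMMHC; inhibitors lower the FRET ratio by blocking Runt binding to CBFb-SMMHC; some results filed as inactive read as strong as hits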
* = called active by the depositor; . = not tested or not shown. Random draw from the library; any-hit rate near 3.5%.

Start of the data: the first 2 entries, ahead of the listing:
molecule	NPY-Y1 PAM-ag	Hck Nef HTS	NPY-Y1 antag	p97 inhibitor	Runt-CBFb FRET	RBBP9 inh	MDM2 E3 inh	NPY-Y2 PAM-ag	Runt-SMMHC FRET
CN(C)c1nc(SCc2ccc(Cl)cc2)nc2c1CCCC2	-17	1	4	-1	-2	-10	-17	-6	0
Cc1cn(-c2ccc(Br)cc2)[nH]c1=O	-42	4	-3	7	1	0	-18	-4	-4

All compounds of this part (from the top)
molecule	NPY-Y1 PAM-ag	Hck Nef HTS	NPY-Y1 antag	p97 inhibitor	Runt-CBFb FRET	RBBP9 inh	MDM2 E3 inh	NPY-Y2 PAM-ag	Runt-SMMHC FRET
CN(C)c1nc(SCc2ccc(Cl)cc2)nc2c1CCCC2	-17	1	4	-1	-2	-10	-17	-6	0
Cc1cn(-c2ccc(Br)cc2)[nH]c1=O	-42	4	-3	7	1	0	-18	-4	-4
Nc1ccc(S(=O)(=O)C(F)(F)F)cc1N	12	19	4	1	1	-1	-9	0	-2
C(=N\N1CCN(C2c3ccccc3-c3ccccc32)CC1)/c1cccnc1	-22	-2	7	-7	7	-7	-15	-16	3
CN1CCc2nc(SCC(=O)Nc3ccc(OC(F)(F)F)cc3)c(C#N)c(-c3cccs3)c2C1	-1	1	-3	9	2	-1	-21	14	-5
Cc1ccc(NC(=O)C(NC2CCCC2)c2ccccc2)cc1Cl (centres undefined)	6	2	11	0	-1	-4	-8	-23	1
COc1ccccc1CNC(=O)CSc1ccccc1	17	3	-5	2	0	-4	8	-9	2
Cc1cc2ncn(C(=O)c3cc(-c4ccccc4)nc4ccccc34)c2cc1C	-32	1	5	-4	-5	-7	-16	-10	-104
CC(C)CCNC(=O)Cn1c2c(c(-c3ccccc3Cl)cc1=O)CCC2	4	1	-4	-5	-2	-6	-2	6	-4
CCOC(=O)c1sc(NC(=O)C(CC)Sc2nc3ccccc3[nH]2)nc1C (centres undefined)	-35	7	4	-3	.	0	.	-23	.
COc1ccc(/C=N/OCC(=O)N=Nc2c(O)[nH]c3ccc(Br)cc23)cc1OC	-4	49	8	1	-4	2	12	-2	-9
COCCN(C(=O)CSc1nc2ccc(C)cc2[nH]1)c1c(N)n(Cc2ccccc2)c(=O)[nH]c1=O	10	0	1	-1	-2	-6	-11	1	1
COc1ccc(-c2noc(COc3ccc4ccccc4c3Br)n2)cc1OC	-19	1	-2	2	-2	-8	-12	2	4
Cc1ccc(C(=O)CSc2nnc(CNc3ccc(F)cc3)o2)cc1	-17	25	7	3	-2	-5	-2	-17	2
COc1cccc(NC(=O)CSc2nnc(-c3ccoc3C)n2CC2CCCO2)c1 (centres undefined)	-9	1	10	2	-1	-3	-11	-8	1
Cc1ccc(S(=O)(=O)NCCC(=O)NCCN2CCCCCC2)cc1	20	-9	2	2	0	-1	-13	-2	1
COc1ccc(CN2C(=O)CSC2c2ccncc2)cc1 (centres undefined)	9	11	.	8	1	-2	-8	-4	-5
c1ccc(CNc2ncnc3scc(-c4cccs4)c23)nc1	14	28	0	2	.	-5	-6	20	.
O=C(N/N=C/c1cn(-c2ccccc2)nc1-c1cc2ccccc2o1)c1ccncc1	-10	4	-6	-6	-2	-34	-56	0	-6
Cc1ccc2c(c1)C(=O)CCN2	3	5	-1	-1	-41	-2	-12	-15	-152

New compounds follow
molecule	NPY-Y1 PAM-ag	Hck Nef HTS	NPY-Y1 antag	p97 inhibitor	Runt-CBFb FRET	RBBP9 inh	MDM2 E3 inh	NPY-Y2 PAM-ag	Runt-SMMHC FRET
CCC(=O)Nc1nc2c(s1)COc1ccccc1-2	12	2	1	-1	-2	0	-20	-6	2
COc1ccccc1CNC(=O)COc1ccc(C)nc1[N+](=O)[O-]	15	25	5	1	0	-9	-12	-14	4
CCOc1ccc(Nc2ccnc3cc(Cl)ccc23)cc1	14	35	.	5	0	-4	-14	8	3
CN(Cc1ccno1)Cc1cn(C)nc1-c1ccc(Oc2ccccc2)cc1	-18	-8	1	-7	-2	-10	-6	-15	-3
CCCCSCc1ccc(C(=O)O)o1	-23	2	4	2	1	-11	-8	11	-1
COC(=O)c1ccc(NC(=O)CSc2nnc(COc3ccc4c(c3)CCCC4)o2)cc1	-9	2	3	3	-2	-3	2	-2	-11
COc1ccc2[nH]c(C)c(CCN(Cc3cccs3)C(=S)Nc3cccc(F)c3)c2c1	9	0	0	5	-9	0	-12	1	-36
COc1cccc(/C(O)=C/c2nc3ccc(C(=O)NCCc4ccc(Cl)cc4)cc3[nH]c2=O)c1	2	5	-1	-2	-11	0	-18	-5	10
Cc1ccnc(NS(=O)(=O)c2ccc(N3C(=O)c4ccccc4C3=O)cc2)n1	11	0	2	5	1	0	-8	-5	1
CC1CCN(C(=S)Nc2ccc(SC(F)F)cc2)CC1	7	3	-1	0	-1	-1	-2	-1	5
N#CC1=C(S)N(c2ccccc2)C(c2ccc(-c3ccc(Cl)c(Cl)c3)o2)NC1=O (centres undefined)	-5	44	.	2	40	-8	.	-20	4
COC(=O)Cc1c(O)ccn(Cc2ccc3c(c2)OCO3)c1=O	3	-1	2	0	0	-3	0	-14	-4
O=C(c1cccs1)N1CCC(N2CCN(c3ccccc3)CC2)CC1	2	1	-1	-1	4	-2	0	8	-8
O=C(N/N=C/c1ccc(Br)s1)c1c[nH]c2ccccc12	8	1	20*	5	-2	-8	5	-6	-4
Cc1ccc(CNC(=O)c2ccc(NC(=O)CCS(=O)(=O)c3cccs3)cc2)cc1	-13	-1	4	2	1	4	-6	-14	-1
O=C(c1ccc2ccccc2n1)N1CCN(c2ccccc2)CC1	-18	2	6	-1	2	0	-10	-1	6
COCCN(C(=O)C(C)C)c1nnc(-c2ccc(C)cc2)s1	19	1	3	-2	.	-2	1	-3	-3
Cc1ccc(OCCn2ccc(=O)[nH]c2=O)cc1C	-17	3	-3	5	0	1	-13	1	3
CCCCNC(=O)C1c2ccccc2Oc2ccccc21	1	16	-2	4	2	-3	-11	14	1
COc1cccc(C(=O)CSc2nc3cccnc3n2C)c1	-14	7	2	0	2	4	-5	-10	-2

Next structures follow:
molecule	NPY-Y1 PAM-ag	Hck Nef HTS	NPY-Y1 antag	p97 inhibitor	Runt-CBFb FRET	RBBP9 inh	MDM2 E3 inh	NPY-Y2 PAM-ag	Runt-SMMHC FRET
Clc1ccc(C2=NNC(=NCc3ccc4c(c3)OCO4)SC2)cc1	-28	1	5	1	4	-1	-16	-6	3
C/C(=N\Nc1cc(C)nc(-c2ccccc2O)n1)c1ccccc1	-16	19	9	8	2	-8	-8	-21	-1
CC(C)C(c1nnnn1C1CCCCC1)N1CCc2ccccc2C1 (centres undefined)	-4	1	8	-1	-3	-1	.	-3	1
Cc1cccc(NC(=S)NNC(=O)c2sccc2C)c1	-1	1	5	-2	2	5	-4	-9	2
Cc1ccc(NC(=S)N2CCC(c3ccccc3)C2)c(Cl)c1 (centres undefined)	5	20	-1	2	-1	-1	.	-17	1
Nc1nc(SCC(=O)Nc2ccccc2-c2ccccc2)n[nH]1	-6	2	0	2	1	-6	-24	-13	2
CCSC1=NCCN1C(=O)c1ccc(S(=O)(=O)N(C)C)cc1	-22	5	2	1	-1	-6	-3	2	40
CCCOc1ccc(N2C(=O)CC(NCc3ccncc3)C2=O)cc1 (centres undefined)	-7	0	3	-3	-1	-5	5	-5	3
CCCC(=O)c1cc(F)c(N2CCOCC2)cc1C	-8	0	13	-6	1	-6	-16	6	0
CC(C)(C)c1ccc(OCC(=O)NCCN2CCCC2)cc1	-20	-21	-1	0	2	-11	-10	-17	-2
O=C(NCc1ccc2c(c1)OCO2)c1nnc(Cc2ccc(Cl)cc2)o1	-2	-6	6	7	0	1	.	-9	3
CC(C)(C)C(=O)Nc1sc(-c2ccccc2)cc1C(=O)O	25	25	.	18*	-1	-8	-11	18	-3
Cc1cccc(C2CC(c3ccc(Cl)cc3)Nc3nc(N)nn32)c1 (centres undefined)	12	23	-3	-1	-3	0	-11	-3	1
CCc1ccc(NC(=O)CCn2c(=O)oc3ccccc32)cc1	20	1	4	-1	-2	0	2	2	0
Cc1ccc(-c2nnn(CC(=O)N(c3ccccc3)C(C(=O)NCC3CCCO3)c3ccc(F)cc3)n2)o1 (centres undefined)	0	23	1	2	-1	-10	6	-1	2
COCCCNC(=O)CCc1ccc(S(=O)(=O)Nc2ccc(C)cc2)cc1	-2	-3	7	-4	0	2	-5	-5	2
Cc1ccc(-n2nnnc2SCC(=O)N2Cc3ccccc3CC2C(=O)O)cc1 (centres undefined)	16	13	.	5	0	-9	-5	-7	-3
O=C(COc1ccc(Cl)cc1)c1ccc(O)cc1O	18	17	.	2	1	-5	-1	-30	-1
CCC(Sc1nc(C)cc(C)n1)C(=O)Nc1ccc(S(N)(=O)=O)cc1 (centres undefined)	8	3	.	2	2	-1	.	-6	0
COc1cc(/C=C/C(=O)OCC(=O)Nc2ccc(NC(C)=O)cc2)cc(S(=O)(=O)N2CCc3ccccc32)c1OC	-4	2	-3	8	-4	-5	3	2	-1
